Screens from PubChem.
ERAP1 inh: human ERAP1 aminopeptidase inhibitors, primary screen, biochemical, single point, plate reader; Endoplasmic reticulum aminopeptidase 1 (Homo sapiens), Q9NZ08; recombinant ERAP1, Leu-AMC fluorescence, 60 min; inhibition, % at 10.7 µM; hit rate 0.15% among 340,000; AID 652197, 2013;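 active = mean replicate inhibition of at least 30%, or all replicates individually reaching that 30% level; inactive = mean below 30% and not every replicate reaching it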;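 note: 0% = neutral control wells and 100% = L-leucinethiol positive control wells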
Target sequence (Q9NZ08 whole entry, looked up): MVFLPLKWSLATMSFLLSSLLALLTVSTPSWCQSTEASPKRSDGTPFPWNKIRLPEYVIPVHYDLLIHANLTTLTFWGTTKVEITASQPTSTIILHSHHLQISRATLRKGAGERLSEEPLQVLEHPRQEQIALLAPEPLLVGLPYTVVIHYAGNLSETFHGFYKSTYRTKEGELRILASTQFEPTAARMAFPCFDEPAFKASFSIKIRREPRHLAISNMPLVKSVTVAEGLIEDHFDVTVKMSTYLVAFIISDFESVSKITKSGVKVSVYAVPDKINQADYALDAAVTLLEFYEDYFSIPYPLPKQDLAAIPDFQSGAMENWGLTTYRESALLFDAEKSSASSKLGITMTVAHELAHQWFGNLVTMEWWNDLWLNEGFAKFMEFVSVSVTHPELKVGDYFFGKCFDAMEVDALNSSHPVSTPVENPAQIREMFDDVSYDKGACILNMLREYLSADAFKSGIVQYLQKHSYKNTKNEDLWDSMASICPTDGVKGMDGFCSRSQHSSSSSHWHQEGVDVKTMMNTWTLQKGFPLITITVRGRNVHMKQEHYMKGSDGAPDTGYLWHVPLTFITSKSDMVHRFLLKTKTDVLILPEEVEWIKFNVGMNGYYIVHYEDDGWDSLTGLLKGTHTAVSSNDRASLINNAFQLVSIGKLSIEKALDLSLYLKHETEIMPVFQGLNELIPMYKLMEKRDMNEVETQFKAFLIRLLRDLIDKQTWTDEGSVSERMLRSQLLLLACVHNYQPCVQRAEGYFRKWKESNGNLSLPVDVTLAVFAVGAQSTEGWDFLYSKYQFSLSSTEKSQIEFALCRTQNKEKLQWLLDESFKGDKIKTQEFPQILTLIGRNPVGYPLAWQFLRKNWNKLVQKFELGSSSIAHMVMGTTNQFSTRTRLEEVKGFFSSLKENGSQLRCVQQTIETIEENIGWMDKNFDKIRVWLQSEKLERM
F508del corr: F508del CFTR correction, initial screen, CFBE line, single point | AID 720511, 2013 | hit rate 0.36% among 350,000 | CFBE cells, YFP halide quenching; stimulated with forskolin plus potentiator P3; % fluorescence drop versus neutral controls | activity (quench increase), % at 7.58 µM;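 active = mean added fluorescence quench of at least 8% versus neutral control, with both replicates also reaching 8%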;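 note: cells transiently co-express mutant CFTR-F508del with the halide-sensitive YFP; corrector assay measuring rescue of mutant channel to the surface after 24 h compound exposure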
RAD54 inh: inhibitors of human RAD54 branch migration, primary screen, biochemical, fluorescence, single point; inhibition, % at 10.4 µM; AID 602329, 2012; hit rate 0.14% among 360,000; DNA repair and recombination protein RAD54-like (Homo sapiens), Q92698; RAD54 Holliday junction branch migration, FAM/BHQ fluorescence;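 active = mean normalized replicate activity at least 40 and at least half of replicates scoring 40 or more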;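 note: 0% = median of neutral control wells and 100% = median of positive control wells; inhibitors cause a drop in the FAM fluorescence signal; in these data hits start at about 50%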
ARNT TACC3 PPI: disruptors of ARNT/TACC3 protein interaction, primary screen, biochemical, AlphaScreen, single concentration. Transforming acidic coiled-coil-containing protein 3 (Homo sapiens), Q9Y6A5. AlphaScreen His-ARNT PAS-B/GST-TACC3 binding, luminescence; TACC3 fragment carries E629A point mutation. inhibition, % at 9.99 µM. hit rate 0.66% among 390,000;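 active = mean inhibition of replicates at least 50% and at least half of replicates each reaching 50%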;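 note: 0% = complete ARNT plus TACC3 wells and 100% = ARNT alone without TACC3; many hits fall short of the cut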
XiGFP reactiv: activators of inactive X chromosome reactivation, primary screen, imaging, XiGFP fibroblasts, GFP high-content imaging, set 2; activation, % at 7.58 µM; hit rate 0.055% among 360,000; XiGFP mouse fibroblasts, % GFP-positive cells imaging, 3 d; cells co-treated with 5-aza-dC sensitizer; scaled so ellipticine positive control = 100%;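 active = mean normalized replicate activation at least 10% and every replicate at or above 10%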;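 note: 0% = median of on-plate neutral control wells and 100% = ellipticine 6 µM median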
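Material: SV40-immortalized XiGFP fibroblast cells, line 68-5-11 | Buffer or medium: DMEM containing 5-aza-dC | Dosing: One concentration, pinned | Times: 3 d treatment, 15 min room-temperature fixation | Controls: Ellipticine 6 µM positive control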
INS-1E GSIS act: GLuc luminescence reporter in INS-1E cells, primary screen for activators of glucose-dependent secretion of insulin. INS-1E GLuc reporter insulin secretion, 2-3 h. activation, % at 16.6 µM. hit rate 0.61% among 370,000. AID 743287, 2014;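 active = lowest replicate activation of at least 40%, so every replicate reaches that level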;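 note: 0% = median of neutral control wells and 100% = median of IBMX positive control wells; some compounds called inactive have numbers as strong as hits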
RAD52 anneal inh: RAD52 DNA annealing inhibitors, primary screen, biochemical, FRET, single point, set 2; DNA repair protein RAD52 homolog (Homo sapiens), P43351; recombinant RAD52 DNA annealing, FRET fluorescence; inhibition, % at 18.7 µM; hit rate 0.46% among 360,000; AID 651710, 2012;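 active = every replicate showing at least 50% inhibition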
esBAF inh: Bmi1 luciferase reporter increase in mESCs, primary screen, esBAF inhibitor project, mouse ES cells, Bmi1 luciferase knock-in, single point; reporter increase, % at 12.5 µM; hit rate 2% among 350,000; AID 602393, 2012; 24 h; 100% = twice the neutral-well signal; in the data active = activation above about 40%;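 note: 0% = median of the plate's neutral control wells and 100% = double that signal; a rise in the Bmi1 reporter signal indicates esBAF inhibition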
An asterisk follows results filed as active; / = not tested or not shown.

SMILES	ERAP1 inh	F508del corr	RAD54 inh	ARNT TACC3 PPI	XiGFP reactiv	INS-1E GSIS act	RAD52 anneal inh	esBAF inh
CCn1c(CNc2ccc(F)cc2)nnc1SCC#N	-11	1.2	/	-3	0.2	-3	-11	/
CCSc1nnc(NC(=O)COc2ccc(Cl)cc2)s1	2	-0.8	/	-3	-0.5	3	7	/
COc1ccc(NC(=O)CSc2ccc3ccccc3c2)cc1S(=O)(=O)N1CCCCC1	-1	/	/	-5	0.4	-5	-16	/
Cn1ccnc1SCC(=O)c1ccc([N+](=O)[O-])cc1	-1	-0.8	/	9	0.1	6	-20	/
CC(C)c1ccc(-c2csc3nc[nH]c(=O)c23)cc1	-1	-3.2	1	2	0.0	-10	-36	26
O=C(Cc1cccs1)N(CC1CCCO1)C1(C(=O)NC2CCCC2)CCCCC1 (stereo unspecified)	20	-5.2	-11	34	0.2	/	-7	-11
Cc1cc(N(C)/N=C/c2ccccc2O)nc(-c2ccccc2O)n1	0	-2.4	-3	-2	0.0	12	-3	30
C[C@@H]1CCCCO[C@@H](CN(C)S(=O)(=O)c2ccc(Cl)cc2)[C@H](C)CN([C@@H](C)CO)C(=O)c2cc(N(C)C)ccc2O1	/	1.0	/	/	-0.9	0	/	3
CN(C)CCOCCOc1ccc(Cl)cc1C(C)(C)C	15	-2.6	/	-1	-0.2	-12	30	/
COc1ccccc1C(=O)Nc1ccc2c(c1)CCCN2C(=O)c1ccccc1	0	0.5	1	-1	0.0	11	6	27
COc1ccc(S(=O)(=O)N2CCC(C(=O)NC(c3nc4ccccc4[nH]3)C(C)C)CC2)cc1 (stereo unspecified)	-5	-8.5	3	1	-0.1	-31	-9	-1
CCn1nc(C)cc1C(=O)Sc1cccc(Br)c1	1	1.1	-1	-9	0.0	3	-13	/
NS(=O)(=O)c1ccc(CCNC(=O)C2(S(=O)(=O)c3ccc(Cl)cc3)CC2)cc1	-1	2.3	5	-5	0.0	2	-5	-1
Cc1nnc(SCCN2C(=O)c3ccccc3C2=O)[nH]c1=O	/	/	-9	-14	/	31	/	-6
CN(C)CCCNC(=O)c1cc(C(=O)c2c(Cl)cccc2Cl)c[nH]1	-1	-3.5	-6	-5	0.2	-3	-15	-9
COc1ccc(S(=O)(=O)N(C)C[C@H]2Oc3ccc(NC(=O)C4CC4)cc3CC(=O)N([C@@H](C)CO)C[C@H]2C)cc1	1	-2.3	-6	-7	0.1	-6	20	7
Cc1ccccc1CC1(CO)CCCN(C(=O)c2ccoc2)C1 (stereo unspecified)	0	0.3	1	/	0.2	/	-24	5
Cc1ccc(NC(=O)c2cc(C)n(-c3ccccc3)c2C)cc1	2	/	0	1	0.0	/	-12	/
CC(C)NC(=O)C1(C)CCCN1C(=O)c1ccccc1Br (stereo unspecified)	6	-1.7	-4	/	0.2	/	11	-4
CNC(=S)N/N=C(\C)c1cccc(C(F)(F)F)c1	-1	1.8	/	4	0.0	-6	-10	/
C[C@@H]1CN([C@H](C)CO)C(=O)c2cc(NC(=O)C3CC3)ccc2O[C@H]1CN(C)S(=O)(=O)c1ccc(F)cc1	-1	0.3	1	/	-0.2	5	-4	-6
O=C(Nc1ccc2c(c1)[C@@H]1C[C@H](CC(=O)N3CCOCC3)O[C@@H](CO)[C@@H]1O2)NC1CCCCC1	-5	2.3	-10	-7	0.0	-4	5	-4
COc1ccccc1S(=O)(=O)N[C@@H]1CC[C@H](CC(=O)NCc2cc(F)cc(F)c2)O[C@H]1CO	-9	-0.6	/	/	-0.3	13	0	/
C[C@H](CO)N1C[C@H](C)[C@@H](CN(C)C(=O)c2cccnc2)Oc2ncc(C3=CCCCC3)cc2C1=O	-1	-2.2	4	-3	-0.6	-4	8	-7
COc1ccc(NC(=O)N2C[C@H](O)COC[C@H]3O[C@H](CC(=O)NCc4ccccc4OC)CC[C@@H]32)cc1	2	-1.3	7	11	0.3	-7	-11	6
(further entries)
SMILES	ERAP1 inh	F508del corr	RAD54 inh	ARNT TACC3 PPI	XiGFP reactiv	INS-1E GSIS act	RAD52 anneal inh	esBAF inh
C=C(C)CSc1nc2ccccc2c(=O)n1-c1c(C)n(C)n(-c2ccccc2)c1=O	/	-1.6	/	-1	0.3	-18	3	/
CCc1nnc(NC(=O)CN2CCN(c3cccc(OC)c3)CC2)s1	/	/	0	3	/	3	/	-3
Cc1cc(OCC(=O)Nc2ccccn2)c2c(C)c(C)c(=O)oc2c1	-1	-2.3	-8	2	0.2	-3	-10	18
Cc1ccc2nc(-c3ccc(F)cc3)c(Cc3ccccn3)n2c1	/	1.9	0	/	0.0	9	-35	21
CCn1c(=O)c(C(=O)NNC(=O)c2ccc(Cl)cc2Cl)c(O)c2ccccc21	2	-0.3	-5	-12	0.5	13	-7	-10
COc1cccc(NC(=O)Nc2ccc(F)cc2)c1	0	-2.8	-1	/	0.5	/	-12	48*
O=C1CCC(NC(=O)c2ccccc2)C(=O)N1 (stereo unspecified)	-4	-1.3	1	-20	-0.1	-16	-7	-1
OCCN(CCO)CC(O)CN(c1ccccc1)c1ccccc1 (stereo unspecified)	3	0.6	-11	2	0.0	12	0	/
CC(C)C[C@@H]1CC2=C(C(=O)OC(C)(C)O2)[C@H](c2ccc(Cl)cc2)O1	2	0.4	/	/	-0.1	/	-3	/
COC(=O)c1nnn(-c2nonc2N)c1CSc1ccccn1	/	/	12	-57	/	6	/	2
CC(=O)N1CCCc2ccc(NS(=O)(=O)c3ccccc3)cc21	-4	-1.6	/	35	0.0	-10	2	11
O=C(c1ccccc1)C1CCN(CC(=O)N2CCN(c3ccccc3)CC2)CC1	-4	-0.5	3	3	0.2	1	-4	-5
Nc1nc(Sc2ccc([N+](=O)[O-])c3nonc23)c2[nH]cnc2n1	16	-7.3	/	22*	5.5	/	-65	/
Cc1noc(C)c1S(=O)(=O)Nc1ccc2c(c1)CC(=O)N([C@@H](C)CO)C[C@H](C)[C@@H](CN(C)S(=O)(=O)c1ccccc1)O2	0	-1.8	-1	6	-1.0	4	8	9
O=C(c1coc2ccccc2c1=O)N1CCN(c2cccc(C(F)(F)F)c2)CC1	13	1.1	-11	-15	/	2	3	-3
CCc1ccc(NC(=O)CCc2c(C)nn(-c3ccc(N4CCOCC4)nn3)c2C)cc1	-4	1.2	-2	15	-0.1	15	-1	23
CS(=O)(=O)N1CCCCN2[C@@H](CO)[C@@H](c3ccc(Br)cc3)[C@@H]2C1	4	-0.7	-18	/	-0.1	-14	-12	1
CCN(Cc1ccncc1)C(=O)c1cc(COc2c(F)cccc2F)on1	-1	-2.2	-6	1	0.1	6	-5	5
CCOC(=O)CNC(=S)N(Cc1ccccc1)Cc1cccnc1	-1	-0.9	-2	-1	0.0	/	-8	1
CCCN(CCC)S(=O)(=O)c1ccc(C(=O)NNC(=O)c2cc(OC)c(OC)c(OC)c2)cc1	3	-1.6	-7	-18	0.6	-15	-5	-6
O=C(C[C@@H]1C=C[C@H](NC(=O)Nc2ccc(C(F)(F)F)cc2)[C@H](CO)O1)NCc1cc(F)cc(F)c1	-4	2.8	-3	0	-0.3	-22	5	12
Cc1ccc(NC(=O)c2sc(N)nc2C)cc1	1	-0.7	-5	-4	0.3	32	-5	50*
COc1ccc(NC(=O)CSc2nnc(N)n2CC(=O)Nc2ccc(OC)cc2)cc1	-3	-0.7	1	-4	0.0	5	-13	-3
Nc1cc(C(=O)OCC(=O)NNC(=O)c2ccccc2F)ccc1Cl	1	7.0	-1	3	0.3	-8	2	-2
O=C(c1ccc(F)cc1)N1CC(=O)N2[C@H](C1)[C@@H](c1ccc(C3=CCCC3)cc1)[C@@H]2CO	2	-0.8	/	/	0.3	-3	0	/

Grouped by structure: the entries above containing a thiophene ring, fused or not.
SMILES	ERAP1 inh	F508del corr	RAD54 inh	ARNT TACC3 PPI	XiGFP reactiv	INS-1E GSIS act	RAD52 anneal inh	esBAF inh
CC(C)c1ccc(-c2csc3nc[nH]c(=O)c23)cc1	-1	-3.2	1	2	0.0	-10	-36	26
O=C(Cc1cccs1)N(CC1CCCO1)C1(C(=O)NC2CCCC2)CCCCC1 (stereo unspecified)	20	-5.2	-11	34	0.2	/	-7	-11

(continued)
SMILES	ERAP1 inh	F508del corr	RAD54 inh	ARNT TACC3 PPI	XiGFP reactiv	INS-1E GSIS act	RAD52 anneal inh	esBAF inh
CCCCNC(=O)CS(=O)Cc1nc(-c2ccc(C)cc2)oc1C (stereo unspecified)	14	-1.7	4	-3	0.0	-26	-10	-6
CC(C)(O)C#Cc1ccc([C@H]2[C@H](CO)N3CCCCN(C(=O)c4cccc(F)c4)C[C@@H]23)cc1	3	-1.2	0	1	1.1	9	1	/
CCC(C(=O)NC1CCCCC1)N(Cc1cccs1)C(=O)c1snc(C(N)=O)c1N (stereo unspecified)	-3	2.1	-3	0	0.1	-9	-2	/
COC(=O)c1[nH]c2cccc(OC)c2c1NC(=O)CN1CCC(C(N)=O)(N2CCCCC2)CC1	-2	/	2	0	/	12	-5	3
C#CCOCCOCCOCCNc1nc(N2CCN(C(=O)[C@H](C(C)C)n3cc(CCO)nn3)CC2)nc(N2CCN(C(=O)[C@H]([C@@H](C)CC)n3cc(CCCCN)nn3)CC2)n1	-13	4.9	-2	15	-0.2	15	13	3
COc1ccc(CN2CCC(n3nccc3NC(=O)C3CC3)CC2)c(OC)c1OC	4	-0.5	15	-3	-0.1	/	-10	-3
Cc1ccc(C(=O)Nc2cccc(C(F)(F)F)c2)cc1NC(=O)c1c[nH]c2cc(C(F)(F)F)ccc2c1=O	5	2.2	0	-8	0.0	/	-14	-6
CCCCC1(C(=O)OC)NC(c2ccc(O)cc2)C2C(=O)N(c3ccccc3)C(=O)C21 (stereo unspecified)	-1	-0.2	-1	-3	0.0	-7	-10	-4
O=C(N/N=C/c1ccc(-c2ccccc2[N+](=O)[O-])o1)c1cccnc1	8	/	-9	/	/	-10	-42	/
O=S(=O)(c1ccc2ccccc2c1)N1CCN(C(=S)Nc2ccccc2F)CC1	-3	0.7	-4	-1	0.1	1	-20	-8
COc1ccccc1/C=C/C=N/NC(=O)CCC1C(=O)NN=C1C (stereo unspecified)	0	-0.7	/	/	0.2	-4	-8	/
Cc1ccc(S(=O)(=O)N[C@@H]2C=C[C@@H](CC(=O)O)O[C@@H]2CO)cc1	5	-1.1	2	0	0.6	14	5	-3
Cc1cc(=O)c(C(=O)O)nn1-c1cccc(C(F)(F)F)c1	-4	2.8	6	-23	-0.1	11	4	-3
C[C@@H]1CCCCO[C@H](CN(C)Cc2ccc3c(c2)OCO3)[C@@H](C)CN([C@@H](C)CO)C(=O)c2cc(NS(=O)(=O)c3cn(C)cn3)ccc2O1	/	0.4	4	-2	0.0	9	/	3
CSc1ccccc1N=CC1=C(O)CC(C)(C)CC1=O	3	-0.7	11	-4	/	3	1	1
CC(=O)N1CCN(c2ccc([N+](=O)[O-])c(NCc3cccnc3)c2)CC1	5	0.3	9	23	0.2	-3	-8	-4
C[C@@H]1CCCCO[C@H](CN(C)Cc2ccc(C(=O)O)cc2)[C@H](C)CN([C@H](C)CO)C(=O)c2cc(NC(=O)CCC(F)(F)F)ccc2O1	3	-0.8	-7	-10	-0.1	9	8	-3
CCCCN(C)CCNC(=O)c1ccc(Cn2c(=S)[nH]c3ccc(Br)cc3c2=O)cc1	8	1.3	/	1	0.3	-4	5	/
